# Screening data deposited in PubChem BioAssay by several laboratories.
# RPL19A TOR yeast: RPL19A-GFP expression modulators in yeast, primary screen, cell-based, S. cerevisiae, multiplex flow cytometry, MLPCN; S. cerevisiae RPL19A-GFP strain, 3 h; active compounds read low; percent response vs DMSO, % at 10 µM; hit rate 0.3% among 330,000; AID 2025, 2009;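 active means percent response vs DMSO below 50%; inconclusive means fewer than 70 events counted for the yeast strain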;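 further: median channel GFP fluorescence of the barcoded RPL19A-GFP strain; ratio of sample median GFP to plate DMSO average so 100% = DMSO; lower means less RPL19A-GFP as with rapamycin TOR inhibition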
# CIT2 TOR yeast: modulators of CIT2-GFP expression in yeast, primary screen, S. cerevisiae, GFP fusion, multiplex flow cytometry, MLPCN library | S. cerevisiae CIT2-GFP strain, 3 h; 100 means same as DMSO wells | GFP response vs DMSO, % at 10 µM | hit rate 0.065% among 320,000 | AID 2029, 2009;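 active means GFP response relative to DMSO above a set limit, near the screen mean plus 3 SD, cut at about 150% in these data; inconclusive means Fewer than 70 cells measured for a yeast strain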;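 further: ratio of well median GFP fluorescence to mean of DMSO wells on the plate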
# AGP1 TOR yeast: modulators of AGP1-GFP expression in yeast TOR pathway, primary screen, cell-based, multiplex flow cytometry, S. cerevisiae, MLPCN library. GFP response vs DMSO, % at 10 µM. 3 h; GFP as percent of DMSO wells. AID 2066, 2009. hit rate 0.02% among 320,000;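 active means GFP response relative to DMSO above a set limit, near screen average plus 3 SD, cut at about 150% in these data; inconclusive means fewer than 70 cells counted for the yeast strain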;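 further: median GFP channel fluorescence of the gated AGP1 strain per well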
# procasp3 activ: activators of human procaspase-3 D3A mutant, primary screen, biochemical, absorbance, PC-3 D3A mutant, single concentration. Caspase-3 (Homo sapiens), P42574. recombinant procaspase-3 D3A, Ac-DEVD-pNA absorbance 405 nm. activation, % at 8.5 µM. hit rate 0.11% among 330,000. AID 463141, 2010;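 active means activation above the mean of all tested compounds plus 3 SD, cut at about 21% in these data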;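 further: 0% = DMSO alone and 100% = DMSO wells spiked with extra 5 µM PC-3 D3A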
#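 System: Procaspase-3 D3A mutant. Medium: Zinc-free 300 mM NaCl, 50 mM HEPES, 0.01% Triton X-100. Schedule: 1 h preincubation plus 2 h reaction at 25 °C. Measured by: 405 nm absorbance of p-nitroaniline, reads at 0 and 120 min. Read-out: percent activation relative to control range.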
# MEP2 TOR yeast: modulators of MEP2-GFP levels in yeast, primary screen, S. cerevisiae, multiplex flow cytometry, MLPCN library; AID 2016, 2009; hit rate 0.51% among 330,000; GFP response vs DMSO, % at 10 µM; S. cerevisiae MEP2-GFP strain, 3 h; 100% = DMSO control level;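 active means GFP response versus DMSO above a set limit, roughly screen mean plus 3 SD, cut at about 180% in these data; inconclusive means fewer than 70 cells counted for a yeast strain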;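 further: median GFP fluorescence of the barcode-gated MEP2-GFP cells per well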
# proCasp7 act: procaspase-7 activators, primary screen, counter-screen for procaspase-3 activator project, biochemical, absorbance, HTS, human; recombinant procaspase-7, Ac-DEVD-pNA absorbance 405 nm; D23A/D198A/D206A triple mutant, cannot self-cleave; scale: DMSO 0, 5 µM enzyme 100; activation, % at 8.5 µM; hit rate 0.093% among 330,000;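 active means percent activation above the screen-wide mean plus 3 SD, cut at about 25% in these data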
#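 Replicates: singlicate. Assay system: Procaspase-7 triple mutant (PC-7 D3A). Signal: 405 nm absorbance of p-nitroaniline. Times: 1 h preincubation, 2 h reaction. Buffer or medium: Zinc-free HEPES pH 7.4 with 300 mM NaCl, 0.01% Triton X-100. Also added: DEVD-pNA substrate. Benchmarks: DMSO wells as 0%, DMSO with 5 µM added PC-7 as 100%.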
# LAP4 TOR yeast: modulators of LAP4-GFP expression in yeast, primary screen, S. cerevisiae, multiplex flow cytometry, MLPCN library. GFP response vs DMSO, % at 10 µM. hit rate 0.34% among 320,000. 3 h; median GFP as percent of DMSO wells;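 active means GFP response vs DMSO above a set limit, about the screen mean plus 3 SD, cut at about 150% in these data; inconclusive means under 70 cell events counted for the yeast strain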
# AHR activator: AHR activators, primary screen, cell-based, luminescence, luciferase reporter, human | AHR-responsive luciferase reporter cells | activation, % at 5 µM | hit rate 2.5% among 320,000 | Aryl hydrocarbon receptor (Homo sapiens), P35869; in the data active means activation above about 47%;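 further: 0% = vehicle wells and 100% = reference agonist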
# Target sequence (P35869 whole entry, looked up): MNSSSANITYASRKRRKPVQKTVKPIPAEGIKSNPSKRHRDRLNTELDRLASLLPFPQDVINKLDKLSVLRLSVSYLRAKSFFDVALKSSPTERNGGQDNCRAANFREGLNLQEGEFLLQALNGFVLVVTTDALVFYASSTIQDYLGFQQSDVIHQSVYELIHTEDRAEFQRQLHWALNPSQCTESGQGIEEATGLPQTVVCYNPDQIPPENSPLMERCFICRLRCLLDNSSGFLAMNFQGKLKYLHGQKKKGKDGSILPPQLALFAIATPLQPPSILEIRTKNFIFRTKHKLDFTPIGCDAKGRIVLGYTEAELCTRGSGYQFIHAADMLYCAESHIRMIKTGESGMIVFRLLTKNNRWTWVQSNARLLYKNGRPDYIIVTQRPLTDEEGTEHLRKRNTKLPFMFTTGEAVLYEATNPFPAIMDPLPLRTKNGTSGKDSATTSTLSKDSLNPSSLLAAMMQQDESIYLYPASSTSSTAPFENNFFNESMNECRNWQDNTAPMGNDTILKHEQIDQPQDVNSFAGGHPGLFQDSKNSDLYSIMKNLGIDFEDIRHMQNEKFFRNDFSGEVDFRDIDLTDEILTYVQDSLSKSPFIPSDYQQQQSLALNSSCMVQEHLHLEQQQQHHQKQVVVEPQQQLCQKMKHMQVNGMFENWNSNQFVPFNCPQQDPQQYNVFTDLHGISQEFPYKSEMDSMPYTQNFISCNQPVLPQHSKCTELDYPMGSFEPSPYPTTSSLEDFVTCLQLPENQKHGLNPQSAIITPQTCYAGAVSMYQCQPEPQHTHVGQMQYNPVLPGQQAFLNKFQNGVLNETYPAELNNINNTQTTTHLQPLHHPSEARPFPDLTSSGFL
# The depositor's hits bear a star; ? = inconclusive; . = no result given; [ ] = dose if it differs, or a comment.
SMILES,RPL19A TOR yeast,CIT2 TOR yeast,AGP1 TOR yeast,procasp3 activ,MEP2 TOR yeast,proCasp7 act,LAP4 TOR yeast,AHR activator
CCC(=O)N1CCc2cc(S(=O)(=O)CCC(=O)O)ccc21,107,104,113,-3,105,3,101,-1
O=C(c1ccc(CNS(=O)(=O)c2ccccc2)cc1)N1CCN(Cc2ccccc2)CC1,100,100,98,3,103,6,93,0
O=C(Nc1nc(-c2ccccn2)cs1)c1ccc(F)c(S(=O)(=O)N2CCOCC2)c1,97,92,99,-8,98,-17,114,11
CC(C(=O)N1CCCCC1)N1C(=O)c2ccccc2C1=O (stereo not drawn),102,110,106,1,102,-4,99,-1
CCOC(=O)C1CCN(C(c2cccs2)c2sc3nc(C)nn3c2O)CC1 (stereo not drawn),91,86,91,-2,92,-2,94,3
Cc1cccc(C(=O)Nc2c(C(=O)N(C)C)cnn2-c2ccccc2)c1,106,105,108,4,111,13,93,2
O=C(Cn1cnc2c(nnn2Cc2ccccc2F)c1=O)N1CCN(c2ccccc2)CC1,90,91,91,-8,93,5,93,0
C#CCOC(=O)Nc1cccn(Cc2c(Cl)cccc2Cl)c1=O,96,91,103,0,100,5,102,-7
CS(=O)(=O)c1ccc(Cl)c(NC(=O)COc2ccc3c(c2)CCC3)c1,92,93,100,0,87,3,91,1
Cc1nc(-c2cccc(NS(=O)(=O)c3ccc4ccccc4c3)c2)cs1,101,96,101,-8,104,20,104,-2
COC(=O)COc1cc(C)cc2oc(=O)c(CC(=O)OC)c(C)c12,93,93,104,3,98,-1,104,3
CC(C)(C)NC(=O)COC(=O)CCC(=O)c1ccc(Cl)cc1,102,95,92,-4,109,-1,94,7
Cc1ccc(NC(=O)OCCNC(=O)c2ccncc2)cc1,103,94,97,4,99,-2,90,17
CC12CC3CC(C)(C1)CC(C(=O)N1CCN(C(=O)C4CCCO4)CC1)(C3)C2 (stereo not drawn),111,111,113,5,115,8,112,-1
CCn1c(SCC(=O)Nc2cccc(NC(C)=O)c2)nc2c([nH]c3ccccc32)c1=O,101,95,104,0,102,-3,107,57*
CCOC(=O)/C=C/C(=O)Nc1ccc(S(=O)(=O)Nc2cc(C)on2)cc1,102,106,104,4,104,18,98,-1
CCCC[C@@]1(C2CCCC2)Cc2cc(OCC(=O)O)c(Cl)c(Cl)c2C1=O,97,84,80,-7,92,8,118,1
O=[N+]([O-])c1cc(CN2CCCC2)c2cccnc2c1O,89,88,94,-14,97,-19,99,2
O=C(CCc1nnc2ccc(N3CCC4(CC3)OCCO4)nn12)NCc1ccc(F)cc1,99,100,103,-6,111,6,106,-1
COCCCNC(=O)Cn1ncc2c(=O)oc3ccccc3c21,95,99,94,11,93,11,.,-2
C[C@H](NC(=O)OC(C)(C)C)c1nnc(SCC(=O)c2ccc(Cl)cc2)o1,96,101,99,4,87,-4,91,-3
COc1ccc(N2CCN(c3n[nH]c(N)n3)CC2)cc1,104,104,109,7,104,10,102,-1
CCc1ccc(OCC(=O)Nc2ccc3oc(=O)ccc3c2)cc1,101,93,95,4,104,7,98,-1
CCOC(=O)N1C(=O)[C@](c2ccc(Cl)cc2)(C(C)C)N1C(=O)OCC,93,72,74,8,82,2,104,2
COc1cccc(CN2C(=O)CCC2(C)C(=O)NC2CCCCC2)c1 (stereo not drawn),101,83,99,4,87,-4,86,23
Cc1nc(NC(=S)NC(=O)c2cccs2)sc1C(=O)N(C)C,101,106,.,5,102,10,109,-2
O=C(NCCCCc1ccccc1)c1cc([N+](=O)[O-])cc([N+](=O)[O-])c1,94,93,94,8,104,-4,96,1
CC(C)NC(=O)c1ccc(Sc2ccccc2)c([N+](=O)[O-])c1,105,105,106,4,106,-4,103,11
CC(=O)Nc1ccc(S(=O)(=O)N2CCCC2C(=O)O)cc1 (stereo not drawn),97,97,98,8,91,12,97,2
Oc1ccccc1CNc1ncc(Br)cc1Br,95,98,94,-6,100,4,128,-1

# 3 compounds from above, arranged by number of heavy atoms, rising:
SMILES,RPL19A TOR yeast,CIT2 TOR yeast,AGP1 TOR yeast,procasp3 activ,MEP2 TOR yeast,proCasp7 act,LAP4 TOR yeast,AHR activator
Oc1ccccc1CNc1ncc(Br)cc1Br,95,98,94,-6,100,4,128,-1
CC(=O)Nc1ccc(S(=O)(=O)N2CCCC2C(=O)O)cc1 (stereo not drawn),97,97,98,8,91,12,97,2
CCOC(=O)N1C(=O)[C@](c2ccc(Cl)cc2)(C(C)C)N1C(=O)OCC,93,72,74,8,82,2,104,2

# (listing goes on)
SMILES,RPL19A TOR yeast,CIT2 TOR yeast,AGP1 TOR yeast,procasp3 activ,MEP2 TOR yeast,proCasp7 act,LAP4 TOR yeast,AHR activator
CCOc1ccc(CCNC(=O)C2CCC(=O)N2CCc2ccccc2)cc1OCC (stereo not drawn),103,107,101,6,104,5,101,4
CC1(C)CC(=O)C=C(c2ccc3[nH]ccc3c2)C1,98,83,83,6,90,4,111,18
COc1ccccc1CNC(=O)C1CCC(CNS(=O)(=O)c2ccccc2)CC1 (stereo not drawn),105,104,101,7,115,3,106,3
CC1CCCCN1S(=O)(=O)c1ccc(S(=O)(=O)N2CCN(C)CC2)cc1 (stereo not drawn),53[may fluoresce violet],?,?,7,210*[may fluoresce violet],7,83[may fluoresce violet],-1
CCCCc1ccc(NC(=S)NCCCN2CCOCC2)cc1,103,109,102,-8,124,-15,102,4
Cc1cc(NCc2ccccc2)c2ccccc2n1,99,99,98,1,102,8,93,9
CCn1ccnc1CN(C)Cc1cn(C)nc1-c1ccccc1F,104,104,99,8,102,-10,90,-3
CC1=NN(c2ccccc2)C(=O)/C1=C\N(O)c1ccccc1,102,88,94,-1,103,-10,92,10
COc1ccc(N(C(=O)c2cccnc2)S(=O)(=O)c2cc(OC)ccc2OC)cc1,105,103,104,4,96,5,94,-3
CCC(C)N(CC(=O)Nc1cccc(C)c1C)C(=O)CCl (stereo not drawn),98,103,108,1,110,11,107,1
Cc1noc(C)c1C(=O)N(CC(=O)Nc1ccc(Cl)c(C(F)(F)F)c1)Cc1ccco1,98,102,99,5,100,2,100,2
Cc1cccc(/C=N/NC(=O)c2ccc(NC(=O)c3cccc(Cl)c3)cc2)n1,92,89,92,0,95,8,91,-3
COc1ccc(-c2csc(NC(=O)C3CC(=O)N(c4ccc5c(c4)OCCO5)C3)n2)cc1 (stereo not drawn),98,88,100,-5,99,5,98,12
C#CCn1cnc2c(cnn2-c2ccc(C)c(C)c2)c1=O,95,101,92,4,99,1,104,10
N#C/C(=C\c1ccc(OC(=O)c2ccc(Cl)s2)cc1)c1nc2ccccc2[nH]1,103,106,98,4,107,-6,99,49*
COC(=O)c1ccc(C2C(C#N)=C(N)Oc3cc(O)ccc32)cc1 (stereo not drawn),103,100,96,-6,88,-5,81,0
CC(C)Oc1ccc(CNC(=S)N/N=C/c2ccc([N+](=O)[O-])cc2)cc1,91,94,94,1,93,2,92,1
CCOC(=O)C1CCCN(CCC(=O)Nc2ccc(C)cc2)C1 (stereo not drawn),97,97,.,9,98,-2,100,1
COc1ccc(CCNC(=O)c2ccc(CSc3ccccc3)o2)cc1,98,86,98,9,103,-3,120,3
COC(=O)c1cc(OC)c(OC)cc1NC(=O)CN1CCOCC1,104,103,108,5,105,5,103,1
CCC(=O)N1N=C(c2ccc(NS(=O)(=O)c3ccc(C)cc3)cc2)CC1c1ccco1 (stereo not drawn),97,100,102,12,103,-7,97,0
CC(=O)NCc1c(Cl)cccc1-n1cccc1,99,92,102,-1,97,1,101,-1
O=C(C1CCCN1S(=O)(=O)c1cccc2nsnc12)N1CCN(c2ccc(F)cc2)CC1 (stereo not drawn),107,128,110,-7,116,2,97,-1
NS(=O)(=O)c1ccc(NC(=S)NCCc2ccccc2)cc1,95,90,91,-28,96,-24,89,5
O=C(CC(NC(=O)c1ccccc1)c1ccccc1)NCc1ccccc1 (stereo not drawn),101,100,106,-9,106,14,97,1
O=C(O)C1C2CCC(O2)C1C(=O)NCc1ccncc1 (stereo not drawn),104,108,107,16,107,9,107,1
O=C(O)c1ccc(NC2=C(N3CCOCC3)C(=O)c3ccccc3C2=O)cc1,101,97,92,-7,98,-10,90,5
CN1C(=O)N(c2ccc(Cl)cc2)C(C)(O)CC1(C)C (stereo not drawn),101,99,95,.,104,.,82,.
COc1ccc(-n2cc(-c3ccc(C)cc3)[n+]3c2SCC3)cc1,110,115,115,1,111,6,108,0
O=C(COc1ccccc1)NCc1ccc2c(c1)OCO2,103,103,104,-2,106,-9,101,7
Cc1ccc(CN2CCN(/N=C/c3cc([N+](=O)[O-])ccc3Cl)CC2)cc1,107,119,115,2,106,3,106,-1

# Molecules above containing an aryl methoxy group (8):
SMILES,RPL19A TOR yeast,CIT2 TOR yeast,AGP1 TOR yeast,procasp3 activ,MEP2 TOR yeast,proCasp7 act,LAP4 TOR yeast,AHR activator
COc1ccc(N2CCN(c3n[nH]c(N)n3)CC2)cc1,104,104,109,7,104,10,102,-1
COc1cccc(CN2C(=O)CCC2(C)C(=O)NC2CCCCC2)c1 (stereo not drawn),101,83,99,4,87,-4,86,23
COc1ccccc1CNC(=O)C1CCC(CNS(=O)(=O)c2ccccc2)CC1 (stereo not drawn),105,104,101,7,115,3,106,3
COc1ccc(N(C(=O)c2cccnc2)S(=O)(=O)c2cc(OC)ccc2OC)cc1,105,103,104,4,96,5,94,-3
COc1ccc(-c2csc(NC(=O)C3CC(=O)N(c4ccc5c(c4)OCCO5)C3)n2)cc1 (stereo not drawn),98,88,100,-5,99,5,98,12
COc1ccc(CCNC(=O)c2ccc(CSc3ccccc3)o2)cc1,98,86,98,9,103,-3,120,3
COC(=O)c1cc(OC)c(OC)cc1NC(=O)CN1CCOCC1,104,103,108,5,105,5,103,1
COc1ccc(-n2cc(-c3ccc(C)cc3)[n+]3c2SCC3)cc1,110,115,115,1,111,6,108,0
